Screening results from PubChem.
Eya2 phos inh: inhibitors of human Eya2 phosphatase activity | O00167 | recombinant Eya2, OMFP fluorescence dephosphorylation (OMFP is methylfluorescein phosphate) | Potency, µM (titrated, usually from 76.9 µM), for the others: at the highest dose activity, negative = inhibition, actives largely listed as inhibitors | hit rate 0.006% among 330,000; also: potency is read from the fitted curve at half-maximal effect; % is scaled to controls: 0 for no effect and ±100 for the full control effect
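Eya2 protein (added as 0.2 uM solution) was preincubated with compound for 10 min at ambient temperature in 50 mM HEPES pH 7.5, 50 mM NaCl, 5 uM MgCl2, 0.05% BSA, 1 mM DTT. OMFP (added at 50 uM) then reacted 10 min; fluorescence read at 485/525 nm.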
PKM2 act: activators of human pyruvate kinase M2 | P14618 | purified PKM2, Kinase-Glo ATP luminescence, activation; response scale: 0% is enzyme alone, no compound | Potency, µM (doses to about 57.5 µM), without a hit: top-dose activation, hits mostly activators | hit rate 0.34% among 260,000; also: potency is read from the fitted curve at half-maximal effect; % is scaled to controls: 0 for no effect and ±100 for the full control effect; nearly all actives have a fitted effect of over 55% in size
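Purified hPK-M2 (>95% pure) converted ADP (0.1 mM final) to ATP with 0.5 mM PEP in 50 mM imidazole pH7.2, KCl, MgCl2, Tween 20, BSA; 1 h at room temperature. ATP detected by Kinase-Glo luminescence.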
TSHR antagonist: antagonists of human thyroid stimulating hormone receptor. P16473. TSHR-expressing cells, TSH-stimulated cAMP HTRF, 2 h; active compounds read low. activity change, negative = inhibition, % at 11.5 µM. hit rate 0.2% among 330,000. AID 504810;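 active = activity change below a set negative limit, meaning inhibition stronger than a set level, cut at about -70% in these data; inconclusive = activity change between two set negative limits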; also: % is scaled to controls: 0 for no effect and ±100 for the full control effect
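Read-out is FRET at 665 nm (cryptate excitation 337 nm) from a cryptate-tagged anti-cAMP antibody, competed by cell cAMP against cAMP-d2. Compounds are tested on freshly harvested TSHR cells challenged with 4nM TSH (EC80) for 2 hours at 37 deg C.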
MBNL1 CUG block: inhibitors of human MBNL1 binding to CUG repeat RNA. AID 2675. Potency, µM (top dose mostly 57.5 µM), for the others: at the highest dose activity change, negative = inhibition, most hits filed as inhibitors. TR-FRET MBNL1-His/biotin-(CUG)12 binding, 665/545 ratio. Q9NR56. hit rate 0.036% among 280,000; active = well fitted inhibition curve with a large enough effect in the signal ratio, with a control signal flat, not every such curve was filed as active; inconclusive = small, poorly fitted or top-dose-only effect, or effect the other way, or a change in a side signal; inactive = no such curve, though single readings can be large or run the other way; the % refers to the signal ratio; also: potency is read from the fitted curve at half-maximal effect; % is scaled to controls: 0 for no effect and ±100 for the full control effect
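MBNL1-His + Biotin-(CUG)12, cpd titration 92 nM–58 uM; Tb anti-His Ab 0.055 ng/ul, SA-XL665 5 nM (final); 60 min RT; ratiometric 665/545 nm, Ex 340 nm; normalized to buffer and full-complex controls.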
ASM inhibitor: blocks human secretory acid sphingomyelinase | P17405 | placental ASM, HMU-PC fluorogenic substrate, 60 min | Potency, µM (titrated, usually from 57.5 µM), for the others: top-dose activity change, negative = inhibition, most hits filed as inhibitors | hit rate 0.006% among 340,000 | AID 504937; also: potency is read from the fitted curve at half-maximal effect
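Human placenta-derived ASM enzyme was preincubated with compound for 10 minutes at room temperature, then given fluorogenic substrate HMU-PC0 (9 uM final) for 60 minutes at 37 °C; a pH 10 stop preceded fluorescence reading at Ex 386/Em 447 nm.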
Mito fusion yeast: mitochondrial division inhibition or fusion activation. S. cerevisiae fusion-defective mutant growth rescue, CellTiterGlo 48 h. Potency, µM (top dose mostly 46.1 µM), for inactives: top-dose growth rescue (activation), most hits filed as activators. hit rate 0.23% among 320,000. AID 485298;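 also: potency is read from the fitted curve at half-maximal effect; % of control where 0% means no effect; nearly all actives have a fitted effect of over 45% in size; temperature-sensitive fusion mutants such as fzo1-1 at 37 °C on non-fermentable ethanol glycerol medium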
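Read-out: ATP-based luminescence (CellTiterGlo, 10 min ambient) reporting growth of fusion-defective ts yeast after 48 hours at 37C on glycerol/ethanol YPEG medium in the presence of compound.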
GALK inh: galactokinase (human) inhibition; Purified GALK, Kinase-Glo residual ATP luminescence; Potency, µM (series often up to 57.5 µM), for inactives: top-dose activity change, negative = inhibition, usual class: inhibitors; hit rate 0.007% among 270,000; also: potency is read from the fitted curve at half-maximal effect; % is scaled to controls: 0 for no effect and ±100 for the full control effect
Target sequence (P51570 whole entry, looked up): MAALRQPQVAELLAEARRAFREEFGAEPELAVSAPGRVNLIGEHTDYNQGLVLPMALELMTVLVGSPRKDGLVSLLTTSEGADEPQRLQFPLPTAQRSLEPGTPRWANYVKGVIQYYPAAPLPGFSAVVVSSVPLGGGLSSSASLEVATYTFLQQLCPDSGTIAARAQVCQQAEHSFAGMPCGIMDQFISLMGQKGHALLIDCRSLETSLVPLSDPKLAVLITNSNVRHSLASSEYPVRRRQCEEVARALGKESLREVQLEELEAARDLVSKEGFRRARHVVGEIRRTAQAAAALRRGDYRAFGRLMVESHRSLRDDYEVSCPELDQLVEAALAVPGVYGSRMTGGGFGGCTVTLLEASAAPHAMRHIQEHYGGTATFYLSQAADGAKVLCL
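Quantitative HTS: GALK 5 nM, ATP 35 uM, galactose 100 uM, 1 h room temperature, then luciferase-based ATP detection.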
KCNH2 WT inh: KCNH2 (human, wildtype) channel inhibition; AID 720551; U2OS, BacMam KCNH2, thallium flux FluxOr; active compounds read low; activity change, % at 1.84 µM; hit rate 0.37% among 340,000; Q12809;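 active = maximum activity change below -70%; inconclusive = maximum activity change between -70% and -50%; inactive = maximum activity change above -50%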; also: % is scaled to controls: 0 for no effect and ±100 for the full control effect
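U2OS cells were transduced with wild-type KCNH2 virus (2.03 x 10^8 / mL) for 4 h at room temperature, then cultured overnight at 37 C. Thallium flux was read with FluxOr dye. Rate constants were normalized to DMSO controls.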
Menin-MLL TR inh: displaces Texas Red mutant MLL peptide from human menin; Potency, µM (top dose mostly 61.6 µM), for the others: at the highest dose FP activity change, negative = inhibition, actives largely listed as inhibitors; Menin + Texas Red MLL mutant peptide, fluorescence polarization; hit rate 0.23% among 270,000; active = well fitted inhibition curve with a large enough effect in the polarisation, with a control signal flat, not every such curve was filed as active; inconclusive = small, poorly fitted or top-dose-only effect, or effect the other way, or a change in a side signal; inactive = no such curve, though single readings can be large or run the other way; the % refers to the polarisation; also: potency is read from the fitted curve at half-maximal effect; % of control where 0% means no effect; many of its hits are not listed in these tables
Target sequence (O00255 whole entry, looked up): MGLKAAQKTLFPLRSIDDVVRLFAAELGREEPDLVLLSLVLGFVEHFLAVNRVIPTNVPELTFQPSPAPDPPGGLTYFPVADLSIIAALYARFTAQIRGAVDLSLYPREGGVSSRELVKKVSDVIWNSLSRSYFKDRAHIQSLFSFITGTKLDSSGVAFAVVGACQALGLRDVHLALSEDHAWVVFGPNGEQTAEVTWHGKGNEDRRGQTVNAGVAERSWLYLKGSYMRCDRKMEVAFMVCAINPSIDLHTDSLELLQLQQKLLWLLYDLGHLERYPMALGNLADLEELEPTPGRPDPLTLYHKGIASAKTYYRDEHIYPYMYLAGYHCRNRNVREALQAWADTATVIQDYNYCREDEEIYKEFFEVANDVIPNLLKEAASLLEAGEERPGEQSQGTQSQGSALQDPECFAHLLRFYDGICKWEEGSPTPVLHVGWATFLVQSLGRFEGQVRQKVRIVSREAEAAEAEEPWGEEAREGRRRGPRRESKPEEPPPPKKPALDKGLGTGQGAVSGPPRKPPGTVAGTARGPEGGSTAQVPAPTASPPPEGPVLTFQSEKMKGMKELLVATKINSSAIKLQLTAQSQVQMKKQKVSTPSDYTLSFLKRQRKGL
Chronic BCR inh: inhibitors of chronic active B-cell receptor signaling; ABC-DLBCL IkBa-CBG/CBR reporter, luminescence ratio, 4 h; Potency, µM (titrated, usually from 46.1 µM), for the others: top-dose ratio change, negative = lower green/red ratio, hits mostly inhibitors; hit rate 0.05% among 340,000; AID 493014; active = well fitted inhibition curve with a large enough effect in the signal ratio, with a control signal flat, not every such curve was filed as active; inconclusive = small, poorly fitted or top-dose-only effect, or effect the other way, or a change in a side signal; the % refers to the signal ratio;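 also: potency is read from the fitted curve at half-maximal effect; plate controls were basal doxycycline-induced cells for no effect and cells given 10 µM MG132 for full effect; MG132 reads +100%, hits lower the ratio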
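TMD8 ABC-DLBCL cells carrying doxycycline-inducible green luciferase fused to IkappaBalpha plus unfused red luciferase were exposed to compounds (up to 46 uM) for 4 hrs at 37C. Activity came from the overlap-corrected green/red luminescence ratio.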
USP2a inh: USP2a (human) protease inhibition. O75604. USP2 core, Ub-CHOP2 coupled fluorogenic reporter, 485/531. Potency, µM (titrated, usually from 38.3 µM), without a hit: top-dose activity change, negative = inhibition, hits mostly inhibitors. hit rate 0.01% among 330,000. AID 463254;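 also: potency is read from the fitted curve at half-maximal effect; plate controls were DMSO wells for no effect and full inhibition by NEM control for full effect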
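Cell-free coupled assay: 10nM USP2 core preincubated 30min RT with compound in Tris-HCl pH 8.0/CaCl2/CHAPS buffer, then 25nM Ub-CHOP2 and 25nM reporter substrate; fluorescence (Ex 485/Em 531) read after 60min RT, normalized to NEM inhibition, concentration-response curves fitted.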
* hit, by the source's call; ? = inconclusive; . = no result given; & = joins results of further samples; [ ] = remark or other dose. Unless noted, calls follow the shape of the dose curve; as a rule, active = well fitted curve in the direction sought with a large enough effect; inconclusive = small, poorly fitted or top-dose-only effect, or another doubt; inactive = no such curve, though single readings can be large; an effect the other way counts as inactive or inconclusive. An excerpt; rates above refer to the full screens.

SMILES	Eya2 phos inh	PKM2 act	TSHR antagonist	MBNL1 CUG block	ASM inhibitor	Mito fusion yeast	GALK inh	KCNH2 WT inh	Menin-MLL TR inh	Chronic BCR inh	USP2a inh
Cc1cc(Oc2ccc3ccccc3c2)nc(SCC(=O)c2ccccc2)n1	1%	-9%	-4	.	-7%	28%	1%	-1	-8%	?	0%
COc1ccc(OCc2cc(C(=O)NCC3CCOCC3)no2)c(Cl)c1	-1%	.	4	-12%	-1%	-5%	0%	-6	6%	?	2%
C=CC[C@@H](CC(=O)N[C@@H](CO)Cc1ccccc1)C(=O)N[C@H](COC(=O)[C@@H](CC=C)Cc1ccc(F)cc1)C(C)(C)C	-19%	.	-13	.	-7%	.	.	-36	.	?	-9%
COc1ccccc1CNC(=O)c1nn(-c2ccc(C)cc2)c(=O)c2c1c1ccccc1n2C	.	-2%	.	-2%	-11%	12%	3%	-3	0%	.	.
COC(=O)c1ccc(C(=S)N2CCOCC2)cc1	4%	-3%	10	-2%	-1%	-6%	0%	0	7%	-2%	0%
Nc1nc(COC(=O)CCC(=O)c2ccccc2)nc(Nc2ccccc2)n1	-17%	.	-3	.	2%	0%	.	0	.	?	-2%
Cc1ccc(NC(=O)CCc2ccc(S(=O)(=O)N3CCOCC3)cc2)c(C)c1	26%	-3%	9	-3%	-1%	0%	-1%	5	7%	-6%	3%
O=C(CSc1ncnc2c1cnn2CCc1ccccc1)Nc1ccc(F)cc1	4%	10%	-29	-2%	.	1%	.	.	-28%	0%	2%
CC1Sc2ccc(C(=O)Nc3ccc(S(=O)(=O)N(C)C)cc3)cc2NC1=O (stereo not drawn)	-10%	.	-12	.	-5%	-1%	.	-3	.	-2%	5%
CC(NC(=O)c1cc2ccccc2oc1=O)c1ccccc1 (stereo not drawn)	12%	-16%[11.5 µM]	7	?	-2%	5%	7%	-8	-21%	5%	-1%
CCOc1c2ccc(C(=O)NCc3ccc(OC(F)(F)F)cc3)cc2nn1CC	5%	-11%	5	11%	21%	-2%	.	-8	-1%	3%	1%
CCc1ccc(NC(=O)C(C)OC(=O)CN2C(=O)NC3(CCCC3)C2=O)cc1 (stereo not drawn)	-4%	.	7	.	-1%	-1%	.	16	.	5%	4%
Nc1c(C(=O)NC2CC2)sc2nc3c(c(-c4ccco4)c12)CC/C3=C/c1ccco1	-3%	-6%	-3	?	13%	2%	2%	-3	?	0%	22µM*
CNc1c(N=Cc2cccnc2)c(=O)n(C)c(=O)n1C	-1%	-9%	3	5%[11.5 µM]	-1%	2%	.	0	-2%	9%	4%
CC(NC(=S)N1CCOCC1)c1ccccc1 (stereo not drawn)	5%	6%	13	.	2%	3%	0%	3	-3%	0%	-1%
CCC1=C2CC[C@H]3C(=O)N(c4ccccc4)C(=O)[C@H]3[C@H]2[C@@]2(C)C(=NCC(=O)OC)OC(=O)N2C1=O	15%	2%&-2%	3	-3%	1%	16%	4%	-16	11%	1%	-9%
CCC(NC(=O)NCCCn1ccnc1)(C(F)(F)F)C(F)(F)F	6%[15.4 µM]	2%	5	-2%	1%	-1%	3%	-5	-4%	1%	1%
CCC(=O)c1ccc(OCC(O)CN2CCN(c3cccc(C(F)(F)F)c3)CC2)cc1 (stereo not drawn)	?	2%	3	1%	-2%	-2%	-2%	-38	5%	-5%	2%
O=C(c1ccccc1F)N1CCN(C2CCC(c3ccccc3)CC2)CC1 (stereo not drawn)	-14%	4%	0	-1%	4%	?	2%	25	?	8%	-2%
O=C(NCc1ccco1)c1ccc(Cl)c(S(=O)(=O)N2CCCC2)c1	21%	.	16	.	7%	5%	.	10	.	6%	1%
O=c1oc(CCCO)cc2ccc(C#CC3(O)CCCCC3)cc12	-17%	.	-27	.	6%	0%	.	-9	.	-1%	-2%
COc1ccc(-n2c(=S)[nH]c3sc4c(c3c2=O)CCc2ccccc2-4)cc1	-19%	6%	19	2%	.	3%	0%	.	?	0%	-1%
COc1cccc(C(=O)Nc2nnc(-c3cccs3)s2)c1	4%	-4%	53	18%	12%	0%	1%	8	9%	?	1%
O=C(O)Cn1c(=O)c2c3c(sc2n(Cc2ccccc2F)c1=O)CCCC3	-5%	.	-8	-4%	9%	-4%	-2%	-8	11%	14%	7%
COc1ccccc1N1CCN(C(=O)CSc2nc(N)cc(=O)[nH]2)CC1	-10%	2%	6	-3%	2%	-6%	0%	-31	.	1%	2%

Only ASM inhibitor and MBNL1 CUG block, for two of the compounds above:
canonical_smiles	ASM inhibitor	MBNL1 CUG block
CCC(NC(=O)NCCCn1ccnc1)(C(F)(F)F)C(F)(F)F	1%	-2%
CCC(=O)c1ccc(OCC(O)CN2CCN(c3cccc(C(F)(F)F)c3)CC2)cc1 (stereo not drawn)	-2%	1%

(listing goes on)
SMILES	Eya2 phos inh	PKM2 act	TSHR antagonist	MBNL1 CUG block	ASM inhibitor	Mito fusion yeast	GALK inh	KCNH2 WT inh	Menin-MLL TR inh	Chronic BCR inh	USP2a inh
CCOC(=O)[C@H]1[C@H]2COc3ccc(Cl)cc3[C@@H]2N2C(=O)c3cc(F)ccc3NC(=O)[C@@]12C	0%	.	-9	.	-2%	8%	.	-11	.	10%	0%
c1ccc(-c2cn3nc(-c4ccccc4)cnc3n2)cc1	-13%	2%	0	?	156%[activator]	1%	-1%	-2	21%	?	0%
CC(C)(C)NC(=O)C(c1ccsc1)N(CCc1ccccc1)C(=O)Cn1nnc2ccccc21 (stereo not drawn)	4%	-1%	33	1%	4%	2%	0%	-1	?	8%	1%
O=C(NC(=S)Nc1cccc(O)c1)C1CCCCC1	-2%	.	-10	.	-3%	.	.	3	.	-13%	0%
Cc1cccc(OCC(=O)NCC(C)(C)N2CCOCC2)c1	2%	.	-1	.	6%	-2%	.	14	.	-2%	-1%
O=C(C[n+]1cccc(Br)c1)c1ccccc1	-4%	.	1	7%	0%	-7%	2%	-3	-16%	-1%	6%
COCC(=O)N/N=C\c1cccc(OC)c1OC/C=C/c1ccccc1	-20%	0%	10	7%	-2%	8%	0%	-6	-25%	-1%	2%
CCCN1Cc2cc(OC)ccc2-c2ccccc2S1(=O)=O	3%	.	5	.	-7%	.	.	-12	.	7%	-1%
COc1cc(/C=C(\C#N)C(=O)Nc2ccccc2F)ccc1OCCN1CCOCC1	7%	-1%	2	9%	2%	-3%	4%	-4	.	-5%	0%
COC(=O)CNC(=O)CN1c2cccc3cccc(c23)S1(=O)=O	.	-1%	.	18%	26%	10%	0%	6	2%	.	.
O=C(Nc1ccc(CN2CCOCC2)cc1)c1cc2ccccn2n1	1%	-12%	6	3%	4%	-4%	-2%	-9	-12%	?	4%
C/C(=N\NC(=O)c1ccc(-n2cnnn2)cc1)c1ccc(C)cc1	0%	.	-5	.	0%	-6%	.	9	.	2%	0%
NC(=O)CC(NC(=O)Cc1ccc(Br)cc1)c1ccc(NCCOc2ccccc2)c([N+](=O)[O-])c1 (stereo not drawn)	-1%	-1%	-1	0%	-13%	4%	-3%	1	.	?	2%
Cc1cc(SCCC(=O)O)nc2ccccc12	6%	-10%	5	-6%	6%	0%	8%	-5	-7%	14%	0%

Among those listed so far, 2 have a COOH group:
SMILES	Eya2 phos inh	PKM2 act	TSHR antagonist	MBNL1 CUG block	ASM inhibitor	Mito fusion yeast	GALK inh	KCNH2 WT inh	Menin-MLL TR inh	Chronic BCR inh	USP2a inh
O=C(O)Cn1c(=O)c2c3c(sc2n(Cc2ccccc2F)c1=O)CCCC3	-5%	.	-8	-4%	9%	-4%	-2%	-8	11%	14%	7%
Cc1cc(SCCC(=O)O)nc2ccccc12	6%	-10%	5	-6%	6%	0%	8%	-5	-7%	14%	0%
